# TRPML3 agonist: human mucolipin-3 channel agonism; activation, % at 3 µM; hit rate 0.29% among 220,000; Q8TDD5; HEK293 TRPML3-YFP, Fluo-8 calcium fluorescence; 100% = the carbachol control signal;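 active means activation above its plate's cutoff, the mean activation of the plate's test wells plus 3 SD, cut at about 12% in these data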;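 further: 0% = DMSO only wells and 100% = carbachol wells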
# Target sequence (Q8TDD5 whole entry, looked up): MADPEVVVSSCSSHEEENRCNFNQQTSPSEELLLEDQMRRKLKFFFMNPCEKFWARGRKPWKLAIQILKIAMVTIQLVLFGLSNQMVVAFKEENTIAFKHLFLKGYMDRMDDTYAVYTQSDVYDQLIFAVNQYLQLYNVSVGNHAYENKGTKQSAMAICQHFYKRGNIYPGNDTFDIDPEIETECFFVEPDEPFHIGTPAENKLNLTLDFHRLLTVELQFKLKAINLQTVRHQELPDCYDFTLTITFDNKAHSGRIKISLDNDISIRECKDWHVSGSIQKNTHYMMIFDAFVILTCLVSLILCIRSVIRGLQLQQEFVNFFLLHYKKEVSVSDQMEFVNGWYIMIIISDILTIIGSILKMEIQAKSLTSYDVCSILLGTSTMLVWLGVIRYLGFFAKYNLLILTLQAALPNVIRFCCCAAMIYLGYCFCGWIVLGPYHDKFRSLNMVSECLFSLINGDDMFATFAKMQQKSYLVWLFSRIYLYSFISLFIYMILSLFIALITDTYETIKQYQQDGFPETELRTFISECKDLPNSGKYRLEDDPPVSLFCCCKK
#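 system = HEK293 cells stably carrying human TRPML3-YFP | doses = one concentration, 3 µM nominal, 0.3% DMSO | timing = dye loading 1 h 37 °C then 30 min ambient, 125 s read | detection = Fluo-8 calcium dye fluorescence, ex 470-495, em 515-575 nm | benchmarks = high control carbachol 87 µM, low control DMSO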
# CHOP inh: inhibitors of CHOP induction in ER stress response; AID 2732; hit rate 3.8% among 220,000; inhibition, % at 10 µM; CHO-K1 CHOP-promoter luciferase, tunicamycin-induced, 15-18 h;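 active means compounds that reduced the stress-induced luciferase reporter signal by more than about 70% of percent inhibition, limit read from the data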;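 further: 0% = tunicamycin plus vehicle and 100% = wells without tunicamycin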
# zfTRPN1 agonist: zebrafish TRPN1 (NompC) channel agonism; AID 1424; HEK293 zebrafish TRPN1-YFP, Fluo-8 calcium fluorescence; 100% = response to 87 µM carbachol; hit rate 0.18% among 220,000; activation, % at 3 µM;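 active means activation above its plate's cutoff, the mean activation of test wells on that plate plus 3 SD, cut at about 19% in these data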;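 further: 0% = DMSO alone and 100% = 87 µM carbachol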
#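 Assay system: Zebrafish TRPN1-YFP in HEK293 cells | Incubation: Dye loading 1 h at 37 °C, then 30 min room temperature | Measured by: Kinetic Fluo-8 fluorescence, ex 470-495, em 515-575 nm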
# Wee1 stabilizer: human Wee1 degradation inhibition, primary screen | HeLa Luc-Wee1K328M stability, luciferase luminescence; 100% = proteasome inhibitor MG132 effect | reporter increase, % at 5 µM | hit rate 1.2% among 220,000 | AID 1321;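 active means activation above the mean of all tested compounds plus 3 SD, set per screening run, cut at about 8.8% in these data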;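 further: cells exposed to compound for 20 h before luminescence read; 0% = DMSO alone and 100% = MG132 at 30 µM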
# TNF necrop inh: inhibitors of TNF-alpha induced necroptosis in Jurkat FADD-/- cells | activation (protection from cell death), % at 10 µM | Jurkat FADD-/- TNF necroptosis rescue, ATP luminescence, 24 h; 0 = TNF only, 100 = no-TNF cells | AID 463075 | hit rate 0.068% among 220,000;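 active means activation, meaning protection from cell death, of at least 50% relative to plate controls; inactive means activation below 50%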;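 further: necroptosis triggered by 40 ng/mL TNF-alpha added together with compound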
# Ba/F3 V617F tox: reduce viability of Ba/F3 cells dependent on JAK2V617F. inhibition, % at 5.6 µM. Ba/F3 EpoR-JAK2V617F viability, ATP luminescence. hit rate 1.1% among 220,000;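 active means inhibition above the campaign mean plus 3 SD over all tested compounds, cut at about 24% in these data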;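 further: cytokine-independent growth of Ba/F3 cells driven by EpoR plus mutant JAK2; 0% = DMSO-treated cells and 100% = JAK inhibitor I control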
# RBBP9 inhibitor: human RBBP9 hydrolase inhibition | O75884 | recombinant RBBP9, FP-Rh probe fluorescence polarization | inhibition, % at 7.94 µM | hit rate 0.2% among 220,000 | AID 1515;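 active means inhibition above the campaign mean of all tested compounds plus 3 SD, cut at about 14% in these data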;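 further: plate controls were DMSO wells with RBBP9 for no effect and wells lacking RBBP9 protein for full effect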
# Target sequence (O75884 whole entry, looked up): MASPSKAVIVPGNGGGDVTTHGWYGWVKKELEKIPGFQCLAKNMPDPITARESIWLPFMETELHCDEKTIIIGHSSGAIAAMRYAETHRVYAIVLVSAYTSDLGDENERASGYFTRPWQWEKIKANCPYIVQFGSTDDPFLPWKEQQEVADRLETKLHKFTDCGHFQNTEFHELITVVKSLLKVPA
#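 System: RBBP9 protein / Quantity: 2.5 µM RBBP9 dispensing solution, before mixing / Also added: Serine-hydrolase probe FP-Rh, 375 nM pre-mixing / Dosing: 7.94 µM single dose, 0.794% DMSO / Timing: enzyme-compound preincubation 30 min, then probe labeling 45 min, 25 °C / Signal: FP readout at 525/598 nm / Controls: DMSO-treated enzyme wells and wells lacking RBBP9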
# BaF3 parental: counter-screen for JAK2V617F inhibitors: parental Ba/F3 viability inhibitors | CellTiter-Glo ATP luminescence | inhibition, % at 5.6 µM | hit rate 1.1% among 220,000 | AID 1486;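 active means inhibition above a per-campaign cutoff, the mean inhibition of all tested compounds plus 3 SD, cut at about 27% in these data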;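 further: 0% = DMSO wells and 100% = JAK Inhibitor I control wells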
# PPC-1+TRAIL kill: kills PPC-1 cancer cells in the presence of TRAIL; cell killing (% activity), % at 4 µM; PPC-1 cells + TRAIL, ATPLite viability luminescence; hit rate 0.41% among 220,000;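 active means cell killing above 50% in the first pass at 4 µM, then a duplicate retest at 5 µM averaging 50% or more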;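 further: plate controls were cells with TRAIL plus DMSO for no effect and medium-only wells lacking cells for full effect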
# Starred values were filed as active, the others as inactive; . = not tested or not shown.
1: COc1ccc(/C=C/CN2CCN(CCc3ccccc3)C(CCO)C2)cc1 (stereo not given)
2: Cc1cc(N=Nc2c(O)c3ccccc3[nH]c2=O)ccc1N=Nc1ccc(C(=O)N(C)C)cc1
3: Cc1ccc(S(=O)(=O)Nc2ccc3c(c2)nc(CCN2CCOCC2)n3C)cc1
4: COCCN(Cc1cc2c(C)cc(C)cc2nc1Cl)C(=O)c1ccccc1F
5: Fc1cnc(Cl)nc1N1CCN(c2ccccc2)CC1
6: S=c1[nH]nc(Cc2ccccc2)n1Cc1ccco1
7: CC1CN(C(=S)NC(=O)c2cccc([N+](=O)[O-])c2)CC(C)O1 (stereo not given)
8: CC(=O)Oc1ccc(-c2cccc(C(=O)Oc3ccccc3)c2)cc1
assay / entry,1,2,3,4,5,6,7,8
TRPML3 agonist,0.9,0.2,-0.4,0.7,0.2,0.3,0.7,1.4
CHOP inh,13,105*,5,16,12,-7,2,-9
zfTRPN1 agonist,0.5,4.1,1.5,2.5,0.3,-1.1,-1.4,-0.8
Wee1 stabilizer,3,-1,-2,-1,-3,1,1,-3
TNF necrop inh,-0.5,-9.0,0.6,0.9,1.8,0.0,-3.3,0.5
Ba/F3 V617F tox,-1,1,4,1,-4,2,4,-1
RBBP9 inhibitor,-3,-4,-7,-8,1,-3,4,-2
BaF3 parental,6,0,4,3,-4,3,6,4
PPC-1+TRAIL kill,17,20,3,11,15,-2,4,39

# Part of the list above, reformatted.
# Values in the order – TRPML3 agonist	CHOP inh	zfTRPN1 agonist	Wee1 stabilizer	TNF necrop inh	Ba/F3 V617F tox	RBBP9 inhibitor	BaF3 parental	PPC-1+TRAIL kill
(5) Fc1cnc(Cl)nc1N1CCN(c2ccccc2)CC1
    0.2	12	0.3	-3	1.8	-4	1	-4	15
(6) S=c1[nH]nc(Cc2ccccc2)n1Cc1ccco1
    0.3	-7	-1.1	1	0.0	2	-3	3	-2
(7) CC1CN(C(=S)NC(=O)c2cccc([N+](=O)[O-])c2)CC(C)O1 (stereo not given)
    0.7	2	-1.4	1	-3.3	4	4	6	4

# (listing goes on)
9: CCN(CC)Cc1nc2c(c(=O)[nH]1)C1(CCCC1)Cc1ccccc1-2
10: CC1(C(=O)Oc2ccccc2)Cc2ccccc2C(=O)O1 (stereo not given)
11: Cc1ccc2c(c1)c(C)c(C)n2CC(O)CN1CCOCC1 (stereo not given)
12: COC(=O)c1ccc(CSc2nnc(CNC(=O)COc3ccc(Cl)cc3)o2)o1
13: Cc1cc(C)n2cc(CSCC(=O)O)nc2n1
14: CC1CCN(C(=O)CSc2nnc(Cn3c(=O)sc4ccccc43)n2C)CC1
15: COc1ccc(-c2nc(-c3cccc(C(F)(F)F)c3)no2)cc1OC
16: COC(=O)COc1ccc(S(=O)(=O)NCC2CCCO2)cc1Cl (stereo not given)
assay / entry,9,10,11,12,13,14,15,16
TRPML3 agonist,-0.4,-0.2,0.1,0.0,1.1,-0.1,0.1,-0.1
CHOP inh,84*,2,13,8,-3,7,-6,6
zfTRPN1 agonist,-0.2,-1.6,-0.1,-1.6,1.3,-2.0,-0.3,0.0
Wee1 stabilizer,3,0,3,0,2,-2,0,2
TNF necrop inh,0.6,-1.3,0.1,1.8,3.0,1.3,1.7,-0.1
Ba/F3 V617F tox,-1,-1,-7,-2,2,1,-5,-6
RBBP9 inhibitor,-3,-7,-10,-5,-1,-7,-5,2
BaF3 parental,8,5,-1,2,6,3,-1,5
PPC-1+TRAIL kill,34,6,2,24,-10,-9,22,-11

17: COc1cc(N)c(Br)cc1C(=O)O
18: O=C(CCC1CCCCC1)NNC(=O)c1cnccn1
19: CCCc1cc(=O)oc2c(CN3CCOCC3)c(O)ccc12
20: CCOc1ccc(NC(=O)NCc2ccco2)cc1
21: C=CCN(c1ccccc1)S(=O)(=O)c1cccc2cccnc12
22: Cc1ccc2nc(SCCCCOc3ccccc3)[nH]c2c1
23: CC(C)OC(=O)/C(C#N)=C/c1c[nH]c2ccccc12
24: Cc1cc(C)n2nc(S(=O)(=O)NCCc3ccccc3)nc2n1
assay / entry,17,18,19,20,21,22,23,24
TRPML3 agonist,0.6,-0.5,1.0,0.3,0.1,0.1,0.2,0.5
CHOP inh,14,-23,12,12,-4,7,58,6
zfTRPN1 agonist,-1.0,1.5,0.7,-0.7,0.1,2.8,-1.0,0.4
Wee1 stabilizer,-2,1,-1,-1,-4,-1,0,2
TNF necrop inh,0.2,3.7,-1.6,0.2,-2.0,-1.8,0.8,0.9
Ba/F3 V617F tox,-1,0,0,1,-4,-1,0,-3
RBBP9 inhibitor,-8,-1,-4,-11,5,-8,-7,-2
BaF3 parental,5,0,8,2,-3,2,5,3
PPC-1+TRAIL kill,16,13,-1,4,17,4,4,12

25: COc1ccc(-c2cc(C(F)(F)F)nc(SCCC(=O)N3CCOCC3)n2)cc1
26: COc1ccc(C(=O)COC(=O)CCN2C(=O)C3C4CCC(C4)C3C2=O)cc1 (stereo not given)
27: CCc1nnc(NC(=O)/C=C/c2cccs2)s1
28: Cc1nccn1CC(O)Cn1c2ccccc2c2ccccc21 (stereo not given)
29: Cn1c2ccc(F)cc2c2nnc(NN)nc21
30: Cc1cc(C)n(-c2nc3ccccc3c(=O)n2OC2CCCCC2)n1
31: CC(C)c1ccc(C(C(=O)NC(C)(C)C)N(C(=O)CNC(=O)c2ccco2)c2cccnc2)cc1 (stereo not given)
32: CCOc1cccc(NC(=O)Cn2nc(-c3ccc4c(c3)OCCO4)ccc2=O)c1
assay / entry,25,26,27,28,29,30,31,32
TRPML3 agonist,1.2,0.9,0.1,1.3,0.3,0.0,1.2,-0.6
CHOP inh,1,-5,-6,37,14,15,-6,33
zfTRPN1 agonist,-0.4,0.8,-0.1,2.8,0.6,-1.9,-1.5,-0.9
Wee1 stabilizer,-2,-1,-2,6,-2,0,1,-2
TNF necrop inh,-0.7,-0.1,0.3,0.8,-11,-3.6,-0.9,1.9
Ba/F3 V617F tox,2,3,1,6,-1,-1,6,-2
RBBP9 inhibitor,-8,-7,-5,-2,11,-9,-7,-4
BaF3 parental,3,4,1,7,-1,0,8,1
PPC-1+TRAIL kill,-1,4,-5,-2,6,10,5,13

33: Cc1nnc(NC(=O)CSc2nc(C(C)C)nc3ccccc23)s1
34: O=C(CN1CCC(n2nnc3cc(C(F)(F)F)ccc32)CC1)Nc1ccc2c(c1)CCC2
35: CCn1c(SC)nnc1-c1c[nH]c2ccccc12
36: Cc1cc(C)n(-c2cc(C)c(C)cc2Br)n1
37: COc1ccc(NC(=O)Nc2nnc(-c3cccs3)s2)cc1
38: Cc1cc2occ(CC(=O)NC3CCCc4ccccc43)c2cc1C (stereo not given)
39: CCOc1cc(/C=N/N=C(/N)c2nonc2N)cc(Br)c1OCc1ccc(Cl)cc1
40: CC(O)(CS(=O)(=O)Cc1cccc(C(F)(F)F)c1)C(=O)Nc1cccc(C(F)(F)F)c1 (stereo not given)
assay / entry,33,34,35,36,37,38,39,40
TRPML3 agonist,0.9,0.8,0.5,-0.3,0.6,0.3,0.9,0.5
CHOP inh,42,78*,24,-10,88*,16,19,50
zfTRPN1 agonist,1.0,0.1,2.2,-3.5,3.3,-0.9,-0.2,-0.2
Wee1 stabilizer,0,-2,1,0,2,-2,3,2
TNF necrop inh,-13,2.1,-0.6,-2.0,0.9,0.8,-0.7,-7.1
Ba/F3 V617F tox,-1,-3,-2,-2,-1,-1,-2,-3
RBBP9 inhibitor,-7,-6,-3,-6,2,-7,-4,-3
BaF3 parental,-1,3,10,7,-10,5,4,1
PPC-1+TRAIL kill,5,-13,13,8,-10,-3,9,2

41: CC(C)(C)c1ccc(-c2noc(CCC(=O)NCC3CCCO3)n2)cc1 (stereo not given)
42: O=S(CC(O)COCc1ccc(Cl)cc1)c1ccccn1 (stereo not given)
43: N#C/C(=C\c1ccco1)C(=O)Nn1cnnc1
44: CC12CN3CCN(CC(C3)C1(O)CN1CCCCC1)C2 (stereo not given)
45: COC(=O)c1ccc(COc2cccc3c2CCN(Cc2ccccc2)C3=O)o1
46: O=C(O)CNC(=O)C(Cc1ccccc1)NC(=O)OCc1ccccc1 (stereo not given)
47: OCCNCc1cc(Br)ccc1OCc1ccccc1Cl
48: COc1cccc(CNc2ccc(N3CCCCC3)cc2)c1OC
assay / entry,41,42,43,44,45,46,47,48
TRPML3 agonist,2.6,0.3,1.3,0.6,0.7,0.5,0.7,0.7
CHOP inh,90*,-10,21,-29,38,5,-2,3
zfTRPN1 agonist,2.5,0.5,1.8,-0.5,1.3,2.5,-0.2,-1.4
Wee1 stabilizer,-1,1,-1,1,5,0,-1,0
TNF necrop inh,-1.1,-0.9,-0.3,0.2,-1.8,1.3,-0.7,9.4
Ba/F3 V617F tox,-5,-5,-3,8,-4,-2,-1,-4
RBBP9 inhibitor,8,-7,5,6,-11,-6,-4,14*
BaF3 parental,5,5,3,5,1,1,4,1
PPC-1+TRAIL kill,-1,-12,20,5,13,-2,14,8

49: O=[N+]([O-])c1cccc(S(=O)(=O)N2CCCC2)c1
50: CCOC(=O)Cc1csc(NC(=O)c2sc3nc4cc(C)ccc4cc3c2N)n1
51: Cc1cccc(Cc2cnc(NC(=O)c3ccc(C)o3)s2)c1
52: COc1ccc2c(CCNC(N)=S)c[nH]c2c1
53: CC(=O)N1CCc2cc(S(=O)(=O)CCC(=O)Nc3c(C)n(C)n(-c4ccccc4)c3=O)ccc21
54: CC(C)CC(COCc1ccc(Cl)cc1)N1CCN(C(=O)c2ccc(C(F)(F)F)cc2)CCC1=O (stereo not given)
55: Cc1cc(C(=O)NC(=S)Nc2ccccc2N2CCOCC2)ccc1[N+](=O)[O-]
56: CCN(CC)c1ccc(N/C(N)=N/c2nc(C(F)(F)F)cc(=O)[nH]2)cc1
57: O=C(CSc1nnc(-c2ccc(Cl)s2)o1)N1CCOCC1
58: C=CCn1c(-c2cccc(Cl)c2)n[nH]c1=S
assay / entry,49,50,51,52,53,54,55,56,57,58
TRPML3 agonist,0.8,0.3,0.2,0.1,0.5,-0.3,0.4,-0.1,0.7,-0.7
CHOP inh,34,67,12,16,27,59,-7,73*,.,24
zfTRPN1 agonist,0.5,0.6,-1.1,1.6,0.1,-1.4,0.4,-3.1,3.0,0.0
Wee1 stabilizer,3,1,2,0,0,4,4,-3,0,-3
TNF necrop inh,2.7,3.2,-4.5,0.2,0.4,4.1,2.4,-1.9,-0.1,-3.5
Ba/F3 V617F tox,-2,6,71*,-1,2,-2,-1,-1,0,-1
RBBP9 inhibitor,1,-2,-14,-7,-3,-4,-3,0,-6,-7
BaF3 parental,1,12,76*,-3,1,2,4,-8,4,4
PPC-1+TRAIL kill,-5,3,23,32,-4,10,6,-11,21,0

# Screens as filed in PubChem.
